# Compound activity: PubChem, NCI
# NCI-60 one-dose screen, 48 h, at 10 µM unless noted. Numbers give growth in % (100 = growth as untreated, 0 = no growth, -100 = all killed).
# M14: M14 melanoma | 6.2% of 80,000 active
# HOP-92: HOP-92 NSCLC cells. 6.3% of 71,000 active
# EKVX: EKVX NSCLC. 3% of 71,000 active
# SK-MEL-28: SK-MEL-28 melanoma. 4.1% of 81,000 active
# SK-MEL-5: SK-MEL-5 melanoma. 6.4% of 80,000 active. AID 1794755
# A549/ATCC: A549/ATCC NSCLC; 3.7% of 81,000 active; AID 1794740
# UACC-257: UACC-257 melanoma. 4.4% of 78,000 active
# UACC-62: UACC-62 melanoma | 5.4% of 81,000 active
# The depositor's hits bear a star; nt = no result given; & = joins results of further samples. The calls were made as follows: active = growth percent below 10; inactive = the rest.
SMILES,M14,HOP-92,EKVX,SK-MEL-28,SK-MEL-5,A549/ATCC,UACC-257,UACC-62
O=C1N(Cc2ccccc2)C(=O)C2(CC=CC2)C(=O)N1c1ccccc1,107,94,99,108,101,113,115,98
CC(C)=COC(=N)C(N)=O,108,nt,nt,97,98,nt,nt,102
OC(c1ccccc1)C(Cc1ccccc1)N1CCCCC1 (stereo not drawn),90,94,103,113,99,85,93,105
OC(c1ccccc1)C(O)(c1ccccc1)c1ccc(Cl)cc1 (stereo not drawn),93,90,87,107,106,102,113,79
CCC(c1ccc(OC)cc1)C(CC)c1ccc(OC)cc1 (stereo not drawn),104,63,103,101,92,108,103,91
O=C(NNc1ccc([N+](=O)[O-])cn1)Nc1cccc2ccccc12,95,83,111,104,109,103,117,98
O=S(=O)(O)c1cc(O)c2ccc(Nc3ccccc3)cc2c1,113&104,97&92,111&99&116,109&110&110,109&108,110&90&104,112&97&102,106&96&102
CC(O)C1CC1 (stereo not drawn),104,91,nt,118,95,102,97,102
COc1ccc2[nH]c(=O)c(CSc3ccc(Nc4nccc(-c5ccc(C(F)(F)F)cc5)n4)cc3)cc2c1,114,86,84,107,88,92,116,99
Cn1cccc1-c1cc(-c2cccc(F)c2)c(C#N)c(=O)[nH]1,95,86,99,110,99,96,98,85
Cc1c(C)c([N+](=O)[O-])c(C(C)(C)C)c([N+](=O)[O-])c1C,99,53,86,118,94,103,103,101
Nc1cc(Cl)ccc1[N+](=O)[O-],105,114,93,107,100,98,104,91
CS(=O)(=O)c1ccc(C(=O)N2N=C(c3ccccc3)CC2c2ccc(Cl)cc2)cc1 (stereo not drawn),95,nt,80,103,96,87,96,86
COCCn1cc(-c2nc(-c3ccsc3)cs2)c2cc(OC)ccc21,95,nt,90,107,94,88,nt,101
CC(C)(C)OC(=O)NC1CCN(Cc2ccc3c(Cl)cc(Cl)c(O)c3n2)CC1,51,59,33,45,48,41,77,36
CCCCCCCCCCCCS(=O)(=O)CC(=O)O,99,109,91,108,100,112,104,98
COc1ccc(/C=N/N2C(=O)SC3(C2=O)C(c2ccc(OC)cc2)CN(C)C32C(=O)Nc3ccccc32)cc1 (stereo not drawn),90,97,99,105,80,89,90,62
C[C@]12C=CC(=O)C=C1[C@@H](F)C[C@@H]1[C@@H]2[C@@H](O)C[C@@]2(C)[C@H]1CC[C@]2(O)C(=O)CO,92,58,83,124,120,63,96,110
N#Cc1ccc(NC(=O)Nc2nc3ccc(OC(F)(F)F)cc3s2)cc1,6.0*,-13*,-6.9*,19,-53*,3.0*,-21*,2.8*
NCC(=O)NCC(=O)OCc1ccccc1,99,nt,nt,101,99,103,113,101
COc1cc(C(=O)C[n+]2ccccc2)ccc1OC(C)=O,95,92,100,107,98,98,95,97
CCOC(=O)C1=C(c2c(O)[nH]c(C)c2C(=O)OCC)C(=O)N=C1C,105,94,97,104,95,104,105,91
COc1ccc(-n2ncn(CCn3cnn(-c4ccc(OC)cc4)c3=O)c2=O)cc1,90,88,93,89,96,99,100,98
Cc1ccc(/C=N/O)cc1,121,86,101,116,116,91,112,111
COc1ccc2cc(-c3nc4ccccc4[nH]3)c(=O)oc2c1,94,80,77,103,95,nt,46,84

# Quoted from the entries so far for reference:
SMILES,M14,HOP-92,EKVX,SK-MEL-28,SK-MEL-5,A549/ATCC,UACC-257,UACC-62
O=C1N(Cc2ccccc2)C(=O)C2(CC=CC2)C(=O)N1c1ccccc1,107,94,99,108,101,113,115,98
CC(C)=COC(=N)C(N)=O,108,nt,nt,97,98,nt,nt,102
OC(c1ccccc1)C(Cc1ccccc1)N1CCCCC1 (stereo not drawn),90,94,103,113,99,85,93,105
OC(c1ccccc1)C(O)(c1ccccc1)c1ccc(Cl)cc1 (stereo not drawn),93,90,87,107,106,102,113,79
CCC(c1ccc(OC)cc1)C(CC)c1ccc(OC)cc1 (stereo not drawn),104,63,103,101,92,108,103,91
O=C(NNc1ccc([N+](=O)[O-])cn1)Nc1cccc2ccccc12,95,83,111,104,109,103,117,98
O=S(=O)(O)c1cc(O)c2ccc(Nc3ccccc3)cc2c1,113&104,97&92,111&99&116,109&110&110,109&108,110&90&104,112&97&102,106&96&102
CC(O)C1CC1 (stereo not drawn),104,91,nt,118,95,102,97,102
COc1ccc2[nH]c(=O)c(CSc3ccc(Nc4nccc(-c5ccc(C(F)(F)F)cc5)n4)cc3)cc2c1,114,86,84,107,88,92,116,99
Cn1cccc1-c1cc(-c2cccc(F)c2)c(C#N)c(=O)[nH]1,95,86,99,110,99,96,98,85
Cc1c(C)c([N+](=O)[O-])c(C(C)(C)C)c([N+](=O)[O-])c1C,99,53,86,118,94,103,103,101
Nc1cc(Cl)ccc1[N+](=O)[O-],105,114,93,107,100,98,104,91
CS(=O)(=O)c1ccc(C(=O)N2N=C(c3ccccc3)CC2c2ccc(Cl)cc2)cc1 (stereo not drawn),95,nt,80,103,96,87,96,86
COCCn1cc(-c2nc(-c3ccsc3)cs2)c2cc(OC)ccc21,95,nt,90,107,94,88,nt,101
CC(C)(C)OC(=O)NC1CCN(Cc2ccc3c(Cl)cc(Cl)c(O)c3n2)CC1,51,59,33,45,48,41,77,36
CCCCCCCCCCCCS(=O)(=O)CC(=O)O,99,109,91,108,100,112,104,98
COc1ccc(/C=N/N2C(=O)SC3(C2=O)C(c2ccc(OC)cc2)CN(C)C32C(=O)Nc3ccccc32)cc1 (stereo not drawn),90,97,99,105,80,89,90,62
C[C@]12C=CC(=O)C=C1[C@@H](F)C[C@@H]1[C@@H]2[C@@H](O)C[C@@]2(C)[C@H]1CC[C@]2(O)C(=O)CO,92,58,83,124,120,63,96,110
N#Cc1ccc(NC(=O)Nc2nc3ccc(OC(F)(F)F)cc3s2)cc1,6.0*,-13*,-6.9*,19,-53*,3.0*,-21*,2.8*
NCC(=O)NCC(=O)OCc1ccccc1,99,nt,nt,101,99,103,113,101
COc1cc(C(=O)C[n+]2ccccc2)ccc1OC(C)=O,95,92,100,107,98,98,95,97

# More results
SMILES,M14,HOP-92,EKVX,SK-MEL-28,SK-MEL-5,A549/ATCC,UACC-257,UACC-62
CCc1c(-c2ccccc2)nc(N)nc1-c1nc(N)nc(-c2ccccc2)c1CC,107,103,94,107,100,95,92,94
COc1cc(C2=CC(c3ccc(C)cc3Br)N3C=CSC3=N2)cc(OC)c1OC (stereo not drawn),107,103,nt,108,99,94,99,110
O=C(CN1CCN(Cc2ccccc2)CC1)Nc1nc(-c2cc3ccccc3oc2=O)cs1,103,95,98,97,87,98,103,84
O=c1[nH]c(=O)n(C2CC(O)C(CO)O2)cc1Cl (stereo not drawn),64,105&96,87&78,78&89,66&77,72&88,82&87,58&61
CCCCS(=O)CCC(N)C(=O)O (stereo not drawn),102,99,99,104,99,83,76,96
CCOc1c(B(O)O)cccc1-c1nc2ccc3[nH]ncc3c2c2c1CCCC2,120,34,48,97,87,64,135,88
CCOC(=O)CNc1ccc2c(c1)C(=O)c1ccccc1-2,107,95,106,105,101,101,98,98
CCCCCCCSc1nnc(-c2c(C)nc3ccc(Cl)cn23)o1,94,88,72,98,60,96,98,61
COc1ccc2cc([C@H](C)C(=O)N/N=C/c3ccc(C)cc3)ccc2c1,100,102,94,101,92,93,101,86
COc1cc(NC(=S)Nc2ccc3c(ccn3C(=O)c3cccc(F)c3)c2)cc(OC)c1,nt,102,105,100,101,99,99,91
NC(=O)c1cc2c(n1Cc1ccccc1)-c1nc(Nc3ccccc3)ncc1CCC2,92,nt,nt,90,86,57,100,63
Cc1ccc(Nc2nc(N)nc(CSCC(=O)N/N=C/c3ccccc3F)n2)cc1,103,83,97,95,96,96,105,80
O=C(NO)c1ccc(Cn2ccc3c(Nc4ccccc4)ncnc32)cc1,11,-16*,24,5.8*,-67*,25,26,-49*
COc1cc(C2C3=C(COC3=O)Nc3cc4c(cc32)OCO4)cc2c1OCO2 (stereo not drawn),5.5*,41,45,65,-61*,12,65,41
CCCCc1nc2c(N)nc3ccccc3c2n1CC(C)C,73,68,72,88,45,58,80,60
CCCCOc1ccc(C(=O)OC(C)CNCCC)cc1N (stereo not drawn),95,83,87,101,96,69,102,96
CCCCCCCC(=O)OC,102,96,101,111,100,95,97,103
Clc1cccc(/C=N/Nc2nc(N/N=C/c3cccc(Cl)c3Cl)nc(N3CCOCC3)n2)c1Cl,104,106,76,98,85,97,110,89
COc1ccc(-c2nc(N)ncc2Oc2ccccc2OC)c(O)c1,12,49,40,63,25,36,nt,51
C/C(=N\O)c1ccc(NC(=O)c2cc(-c3ccc(S(C)(=O)=O)cc3)nc3ccccc23)cc1,103,99,97,110,99,97,103,85
Cc1nc(N)nc(N[C@@H](C)c2nc3cccc(NCc4ccc(C(=O)NO)cc4)c3c(=O)n2-c2ccccc2)n1,74,50,77,70,77,90,58,59
CCOC(=O)c1nnn(Cc2cc(=O)oc3ccc4ccccc4c23)c1C,97,68,90,117,95,102,104,75
CN1C(=O)N(C)C2C1NN=c1s/c(=C\c3ccc([N+](=O)[O-])cc3)c(=O)n12 (stereo not drawn),51,78,88,77,nt,60,64,39
CSc1nc(N)c2c(n1)NC(c1ccccc1)C1CCc3ccccc3C1=N2 (stereo not drawn),56,51,41,81,51,72,89,43
Brc1ccc2c(c1)sc1nc(-c3c[nH]c4ccccc34)c(Nc3ccccc3)n12,100,81,101,117,104,98,103,84

# Carrying on:
SMILES,M14,HOP-92,EKVX,SK-MEL-28,SK-MEL-5,A549/ATCC,UACC-257,UACC-62
CCCCC1(CC)SCC(=O)NC1=O (stereo not drawn),109,91,108,129,109,93,111,104
COc1ccc(/C=C\c2cc(OC)c(OC)c(OC)c2)cc1OCC(=O)Nc1ccc2ncsc2c1,76,65,89,87,51,58,89,52
CCCCCCN1C(=O)CCC1=O,100,101,103,118,104,87,94,109
CCN1C(=O)/C(=C/C(=O)OC)S/C1=N\NS(=O)(=O)c1ccc(C)cc1,102,93,102,105,99,98,97,99
O=c1oc2ccc(I)cc2c(=O)n1-c1ccc(Cl)cc1F,9.1*,-6.6*,9.5*,11,-87*,6.0*,-15*,-16*
O=Cc1ccc(-c2ccc3c4c(cccc24)C(=O)N(N2C(=O)c4cccc5cccc(c45)C2=O)C3=O)cc1,93,86,89,111,99,110,112,96
CCNc1ncnc2c1cnn2C1CCCO1 (stereo not drawn),104,61,115,107,105,95,100,107
COc1cc2cc(Sc3ccc(NC(=O)Nc4ccc(Cl)c(C(F)(F)F)c4)cc3)c(C)nc2cc1OC,102,nt,98,109,100,104,102,94
CC1CN(C(C)C)C(=S)NC1=O (stereo not drawn),106,nt,84,108,95,100,97,111
O=C(O)C(=O)c1ccccc1,102,nt,106,106,98,92,99,114
O=C(N/N=C/c1ccc(Cl)cc1Cl)c1ccc2nc(-c3ccc(Cl)cc3)[nH]c2c1,20,28,8.2*,-9.2*,36,-27*,32,17
Cc1c2cccnc2c(C)c2c1c1cc(C(=O)O)ccc1n2C,83,76,92,86,73,84,99,77
NCC(=O)O,101&96,74&81,96,115&102,109&108,101&103,95&96,110&96
COc1cc(CNC(=O)/C=C/c2ccc3c(c2)OCO3)ccc1OCc1cn(-c2ccc(Br)cc2)nn1,100,43,74,93,87,97,114,66
COc1ccc(-c2cc(-c3nnc(SC/C(=N/O)c4ccccc4)o3)c3ccccc3n2)cc1,97,85,77,99,82,79,99,78
CCN1C(=O)N(c2ccccc2)C2C1NN=c1s/c(=C3\C(=O)N(C(C)C)c4ccccc43)c(=O)n12 (stereo not drawn),91,81,97,99,83,78,102,79
COc1ccc(-n2c(COc3ccc(F)cc3)n[nH]c2=S)cc1,112,nt,107,127,105,131,186,99
COc1ccc(OC)c(-c2cn3nc(-c4cn(C)c5ccc(Br)cc45)sc3n2)c1,101,88,90,110,98,94,103,87
COc1ccc(NCc2cccn2Cc2ccc(Cl)cc2)cc1,nt,99,102,106,99,96,112,88
CCCC(=O)OCC(COC(=O)CCC)OC(=O)CCC,102,87,94,108,99,95,96,90
O=C(Oc1ccccc1)N(c1ccccc1)c1ccccc1,100,69,98,99,91,104,126,99
Cn1c(/N=C/c2ccc([N+](=O)[O-])cc2)c(N)c(=O)n(C)c1=O,107,83,109,108,103,109,114,93
Cc1ccccc1N=C1C(=O)Nc2ccccc21,101,104,95,106,111,98,96,96
O=C1CCc2ccc(OCCCCN3CCN(c4cccc(Cl)c4Cl)CC3)cc2N1,76,20,62,96,52,70,74,69

# Compound profiles, from the list above. Order of screens: M14, HOP-92, EKVX, SK-MEL-28, SK-MEL-5, A549/ATCC, UACC-257, UACC-62
# CCCCC1(CC)SCC(=O)NC1=O (stereo not drawn) across the screens: 109, 91, 108, 129, 109, 93, 111, 104
# COc1ccc(-c2cc(-c3nnc(SC/C(=N/O)c4ccccc4)o3)c3ccccc3n2)cc1 across the screens: 97, 85, 77, 99, 82, 79, 99, 78
